# TbMetRS inhib – Trypanosoma brucei MetRS inhibition; hit rate 0.4% among 360,000; inhibition, % at 11.9 µM; purified T. brucei MetRS, ATP depletion, Kinase-Glo luminescence;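 active means inhibition above a per-plate cutoff of the control wells' mean inhibition plus 3 SD, cut at about 5.5% in these data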;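 further: 0% = DMSO wells median and 100% = median of wells with control inhibitor compound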
#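 Test system – parasite MetRS enzyme · Reagent – substrates ATP, L-methionine and bulk Escherichia coli tRNA · Doses – 11.9 µM compound single dose, 0.9% DMSO · Times – 15 min enzyme-compound preincubation, 2 h reaction, 10 min detection, 25 °C · Signal – Kinase-Glo luminescence, ATP depletion format · Controls – DMSO-only wells as low control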
# NRP1-CendR mod – alters CendR peptide binding to human NRP-1; hit rate 0.85% among 360,000; FAM-RPARPAR peptide binding to NRP-1, fluorescence polarization; AID 602438; inhibition, % at 25 µM; O14786;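 active means inhibition or corrected inhibition above about 18%, plus a signal ratio from 0.5 to 1.5, limit read from the data, passing the limit was not always enough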; further: strong numbers were not always called active
# SUMO1 PPI mod – SUMO1-SIM interaction modulation; P63165; SUMO1 binding to a labelled peptide, TR-FRET, 1 h; inhibition, % at 20 µM; hit rate 0.33% among 360,000; in the data active means inhibition above about 37%
# Scp1 inh – blocks human Scp-1 phosphatase activity; Q9GZU7; Recombinant Scp1, phosphopeptide, malachite green phosphate absorbance; inhibition, % at 20 µM; hit rate 0.88% among 340,000;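 active means inhibition above about 50% at 20 µM, limit read from the data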;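 further: plate controls were DMSO wells with enzyme for no effect and wells lacking enzyme for full effect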
#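 Test system: SCP-1 phosphatase catalytic domain, residues 76-261; measured by: colorimetric phosphate reagent with accelerator and stabiliser, absorbance at 630 nm; timing: enzyme reaction 45 min at room temperature, colour 5 min, stabilisation 30 min; also added: Phosphorylated 17-residue peptide substrate; compound dosing: one concentration, 20 µM, with 1.0% DMSO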
# LMPTP block – LMPTP (human) inhibition | inhibition, % at 20 µM | recombinant LMPTP-A, OMFP fluorogenic substrate, fluorescence intensity | hit rate 0.22% among 360,000 | P24666;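 active means compounds that cut the enzyme signal by at least half of the control window in the single-dose screen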;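 further: plate controls were DMSO wells with enzyme plus substrate for no effect and substrate without enzyme for full effect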
#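 Test system: LMPTP-A phosphatase enzyme. Amount: LMPTP-A at 0.625 nM final in the reaction. Reagent: OMFP substrate, 400 µM final. Times: 50 min at room temperature. Signal: endpoint fluorescence intensity from OMFP dephosphorylation. Read-out basis: % inhibition. Benchmarks: no-enzyme and uninhibited controls.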
# SKN-1 inh – blocks SKN-1 activity in C. elegans; inhibition, % at 21.8 µM; AID 624304; C. elegans VP596 Pgst-4::GFP/RFP ratio, acrylamide-induced, 24 h; hit rate 0.49% among 360,000;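 active means interference check ratio from 0.5 to 1.5 plus GFP to RFP signal ratio inhibition reaching or exceeding a fixed threshold, cut at about 30% in these data, passing the limit was not always enough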; further: some compounds called inactive have numbers as strong as hits
# DNMT1 block – DNMT1 (human) enzyme inhibition; P26358; DNMT1 molecular beacon, Hinp1I cleavage, fluorescence; inhibition (reported as % activation of signal), % at 10 µM; hit rate 0.83% among 360,000; in the data active means inhibition above about 50%
# Target sequence (P26358 504-1616 limits assumed): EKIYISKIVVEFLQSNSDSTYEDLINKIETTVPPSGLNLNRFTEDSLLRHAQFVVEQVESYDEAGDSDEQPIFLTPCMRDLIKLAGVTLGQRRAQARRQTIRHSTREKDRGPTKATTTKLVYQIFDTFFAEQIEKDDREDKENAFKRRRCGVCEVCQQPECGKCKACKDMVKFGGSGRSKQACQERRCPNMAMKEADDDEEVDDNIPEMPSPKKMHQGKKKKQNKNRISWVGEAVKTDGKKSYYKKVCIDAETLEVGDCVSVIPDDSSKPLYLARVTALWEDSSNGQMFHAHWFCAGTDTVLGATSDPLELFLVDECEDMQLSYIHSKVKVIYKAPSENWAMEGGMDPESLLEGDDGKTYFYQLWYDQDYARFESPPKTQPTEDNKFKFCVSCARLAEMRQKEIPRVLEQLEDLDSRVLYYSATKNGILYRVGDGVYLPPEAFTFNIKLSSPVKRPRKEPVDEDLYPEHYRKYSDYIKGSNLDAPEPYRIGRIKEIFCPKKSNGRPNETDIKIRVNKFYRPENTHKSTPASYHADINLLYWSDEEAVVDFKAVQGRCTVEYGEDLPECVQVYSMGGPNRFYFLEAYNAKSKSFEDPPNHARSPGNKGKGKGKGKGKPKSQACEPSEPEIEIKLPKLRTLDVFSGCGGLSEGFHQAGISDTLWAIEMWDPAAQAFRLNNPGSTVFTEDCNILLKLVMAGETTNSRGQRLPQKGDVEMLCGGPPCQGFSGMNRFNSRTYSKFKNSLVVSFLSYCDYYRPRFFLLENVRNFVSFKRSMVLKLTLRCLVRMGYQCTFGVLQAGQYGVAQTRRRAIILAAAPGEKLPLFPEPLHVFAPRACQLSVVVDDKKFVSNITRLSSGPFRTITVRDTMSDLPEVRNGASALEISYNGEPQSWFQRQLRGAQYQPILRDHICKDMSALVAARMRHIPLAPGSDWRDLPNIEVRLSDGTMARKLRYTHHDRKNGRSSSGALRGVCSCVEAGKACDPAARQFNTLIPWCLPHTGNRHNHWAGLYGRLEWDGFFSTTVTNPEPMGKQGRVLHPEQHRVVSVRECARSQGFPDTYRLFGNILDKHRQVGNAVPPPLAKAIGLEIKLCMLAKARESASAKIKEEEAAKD
# STEP inh – blocks human striatal-enriched tyrosine phosphatase; P54829; recombinant STEP, OMFP fluorogenic substrate, fluorescence; hit rate 0.25% among 360,000; inhibition, % at 20 µM; AID 588621;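 active means inhibition at 20 µM, scaled per plate between control wells, above about 37%, limit read from the data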;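 further: 0% = DMSO with enzyme and substrate and 100% = substrate only without enzyme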
#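 material = STEP tyrosine phosphatase | reagent = fluorogenic phosphatase substrate OMFP at 25 µM final | doses = single compound dose of 20 µM, 1% DMSO final | schedule = 20 min reaction, room temperature, in the dark | measured by = fluorescence, 480/540 nm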
# NadD block – inhibitors of Staphylococcus aureus NadD; purified NadD enzyme, colorimetric absorbance read-out; inhibition, % at 20 µM; hit rate 0.78% among 360,000; in the data active means inhibition above about 26%; further: some compounds past the cut are filed as inactive
# Neddylation inh – blocks human cullin neddylation | P61081+Q13564 | TR-FRET cullin neddylation, biochemical | calls only at 25 µM | hit rate 0.58% among 360,000; in the data active means inhibition above about 36%
# Starred values were filed as active, the others as inactive; i = inactive; / = not tested or not shown. Random draw from the library. Share with any hit: about 4.6%.
# Results follow in this order: SUMO1 PPI mod	STEP inh	TbMetRS inhib	SKN-1 inh	Scp1 inh	DNMT1 block	NadD block	NRP1-CendR mod	Neddylation inh	LMPTP block
COc1ccc(CN(C(=O)CN2C(=O)c3ccccc3S2(=O)=O)C(C(=O)NCC2CCCO2)c2ccco2)cc1 (stereo unspecified)
    -1	1	-0.3	12	-5	1	4	-2	i	-1.9
COc1ccc(C(=O)NC(=S)Nc2ccc(N3CCOCC3)c(Cl)c2)cc1[N+](=O)[O-]
    -2	2	-0.3	1	-12	-6	7	-1	i	0.7
CCCCN(C(=O)c1c(C)[nH]c(C(=O)OCC)c1C)c1ccccc1
    -3	-4	-0.6	12	-6	-7	10	-8	i	-0.1
O=[N+]([O-])/C(=C\Nc1ccccc1Cl)S(=O)(=O)c1ccccc1
    -2	3	-0.5	13	/	2	-9	-3	i	0.0
O=C1NCCN1CCNS(=O)(=O)c1ccc2ccccc2c1
    -1	-1	-0.9	10	-8	-1	1	-6	i	-1.5
CCOc1ccccc1-n1nnnc1SCC(=O)Nc1cc2oc3ccccc3c2cc1OC
    -1	0	0.1	-1	-9	-3	5	5	i	1.9
CC(C)C(=O)N1CCN(c2ccc(NC(=O)c3ccc([N+](=O)[O-])o3)cc2Cl)CC1
    -30	-3	-0.5	3	-2	-3	-2	-9	i	-0.2
CCC(C)[C@H](NC(=O)[C@@H]1Cc2c([nH]c3ccccc23)C2c3ccccc3C(=O)N21)C(=O)NCC1CCCO1 (stereo partly specified)
    2	-3	1.2	15	1	2	10	-2	i	-0.1
O=C(OCC1COc2ccccc2O1)c1c(F)cccc1F (stereo unspecified)
    -1	0	0.2	11	-15	-10	-6	11	i	0.8
COc1cccc(NC(=O)NCc2cccn2C)c1
    1	1	-0.3	1	1	-12	5	-7	i	2.8
CC(=O)c1cc(C#N)c(SCc2ccc(F)cc2)nc1C
    4	4	-1.3	10	-4	0	-4	2	i	1.3
COCCCC1CCN(C(=O)C2CCC(=O)N(C3CCCCCC3)C2)CC1 (stereo unspecified)
    4	0	-0.3	3	-1	-2	1	-3	i	-0.9
CCS(=O)(=O)c1nc(S(=O)(=O)c2ccc(Cl)cc2)c(NCCCN2CCOCC2)s1
    3	-1	-0.4	9	-9	1	-8	4	i	-1.8
CC(C)CCNC(=O)C(c1cccnc1)N(CCc1ccccc1)C(=O)Cn1nnc2ccccc21 (stereo unspecified)
    1	-1	-0.1	8	6	4	10	-2	i	-1.7
CCOC(=O)C1=C(COc2ccc(F)cc2Cl)NC(=O)NC1c1cc(C)ccc1C (stereo unspecified)
    0	-1	0.3	2	-5	8	7	5	i	1.4
CCN(CC)C(=O)CSc1nc(O)c(Cc2ccccc2)c(=O)n1-c1ccccc1C
    7	-1	-0.8	20	-13	-2	-2	6	i	-0.7
CCn1c(SCC(=O)NCc2cccs2)nnc1-c1ccco1
    -1	-2	-0.5	-29	-7	2	3	-1	i	-0.9
C=CCOC(=O)C1=C[C@@H](c2ccc(Br)cc2)C[C@@H](OCc2ccc(CO)cc2)O1
    -3	-3	0.3	8	-4	-11	-8	-4	i	2.1
Cc1ccc(NC(=O)c2ccc(Cl)c(NC(=O)c3cccs3)c2)cc1
    -3	0	-0.5	9	-11	0	-8	-3	i	0.7
COC(=O)/C=C/CC(C)OS(N)(=O)=O (stereo unspecified)
    2	0	-0.3	1	4	6	1	10	i	-2.0
COc1ccc(CCN2C(=O)C3C4CC(C5C(C(=O)N/N=C\c6ccc(Cl)cc6)=NOC45)C3C2=O)cc1OC (stereo unspecified)
    -6	1	-0.9	-17	-5	-4	0	2	i	-0.8
CC(C)C(=O)Nc1nc(-c2ccccc2)ns1
    0	-2	0.1	15	-9	-1	-2	13	i	0.1
CCOC(=O)c1ccc(NC(=S)N2CCN(C(=O)C3CCCO3)CC2)cc1 (stereo unspecified)
    -2	1	-0.2	1	-5	0	1	7	i	1.1
CN(C)S(=O)(=O)c1ccc(N2CCCC2)c(C(=O)NCc2ccc(Cl)cc2)c1
    0	-2	-0.1	14	-7	-1	11	3	i	0.2
Cc1ccc2c(c1)S(=O)(=O)c1ccc3ccccc3c1N2
    -11	-1	-0.2	12	-10	0	2	-6	i	-0.7
CCN(CC)S(=O)(=O)c1ccc2c(c1)nc(CCC(=O)Nc1cccc(C(F)(F)F)c1)n2CC
    9	4	0.8	17	6	-10	2	0	i	3.1
O=C1CSC(c2ccccc2F)N1c1ccccc1 (stereo unspecified)
    2	1	-0.4	27	-4	0	1	-1	i	-0.7
O=C(NN1C(=O)C2C(C1=O)C1C=CC2C12CC2)c1cccnc1 (stereo unspecified)
    2	-1	0.2	-13	-8	0	3	12	i	0.3
CC(C)NS(=O)(=O)c1ccc(CCC(=O)N2CCC(C(N)=O)CC2)cc1
    -1	-3	0.4	-8	-4	3	-1	-59	i	-0.9
Cc1cccc(NC(=S)N2CCN(c3ccc(F)cc3)CC2)c1
    -7	-2	-1.3	3	-6	0	0	4	i	0.3
CCc1ccc(C(O)c2ncc(-c3cccc4ccccc34)[nH]2)cc1 (stereo unspecified)
    -15	0	-0.3	10	/	-1	3	4	i	1.2
Cc1cc(C(=O)Nc2ccc(S(=O)(=O)Nc3onc(C)c3C)cc2)cs1
    15	-3	-1.4	9	-8	3	-8	5	i	-2.0
CCOC(=O)c1c(NC(=O)CSc2nc3ccccc3c(=O)n2-c2ccccc2)sc(C(C)=O)c1C
    -28	4	-0.3	9	-6	-1	15	-6	i	1.0
CCOC(=O)C1CCCN(C(=O)C2CCN(S(=O)(=O)c3cccs3)CC2)C1 (stereo unspecified)
    1	4	-0.1	11	0	-1	-5	-5	i	-1.9
COc1ccccc1CNCC(=O)Nc1ccc(C(F)(F)F)cc1
    -2	2	-0.6	-5	-5	4	-12	1	i	0.5
COc1ccccc1-c1cn[nH]c1-c1ccc(OCc2ccccc2)cc1O
    2	-4	-0.8	3	-5	-8	0	4	i	4.1
O=C(c1ccc(F)c(S(=O)(=O)N2CCOCC2)c1)N(c1ccccc1)c1ccccn1
    1	-4	-0.3	-4	-2	2	-10	-8	i	-1.4
CC(OC(=O)c1cc[n+]([O-])cc1)C(=O)Nc1ccc(C(N)=O)cc1 (stereo unspecified)
    -8	-2	-0.2	7	-5	1	-4	-3	i	-0.8
c1nc(N2CCN(Cc3ccc4c(c3)OCO4)CC2)c2[nH]cnc2n1
    2	-2	1.2	4	-7	-2	-3	11	i	-6.5
CCNC(=O)C1CCCN(C(=O)c2ccco2)CC1 (stereo unspecified)
    5	-2	0.6	-10	/	6	1	7	i	-2.3

# For reference, some entries already given.
# Results follow in this order: SUMO1 PPI mod	STEP inh	TbMetRS inhib	SKN-1 inh	Scp1 inh	DNMT1 block	NadD block	NRP1-CendR mod	Neddylation inh	LMPTP block
CC(OC(=O)c1cc[n+]([O-])cc1)C(=O)Nc1ccc(C(N)=O)cc1 (stereo unspecified)
    -8	-2	-0.2	7	-5	1	-4	-3	i	-0.8
c1nc(N2CCN(Cc3ccc4c(c3)OCO4)CC2)c2[nH]cnc2n1
    2	-2	1.2	4	-7	-2	-3	11	i	-6.5
CCNC(=O)C1CCCN(C(=O)c2ccco2)CC1 (stereo unspecified)
    5	-2	0.6	-10	/	6	1	7	i	-2.3

# Further structures
# Results follow in this order: SUMO1 PPI mod	STEP inh	TbMetRS inhib	SKN-1 inh	Scp1 inh	DNMT1 block	NadD block	NRP1-CendR mod	Neddylation inh	LMPTP block
CC(C)N(C(=O)C(F)(F)F)C(C(=O)NC1CCCCC1)c1ccncc1 (stereo unspecified)
    1	-2	-0.7	-2	-5	1	-4	0	i	-1.4
CCCCN(C(=O)c1ccc(S(=O)(=O)N2CCCC2)cc1)C1CCS(=O)(=O)C1 (stereo unspecified)
    3	0	-0.5	-8	3	4	-5	7	i	-1.1
O=C(CN1C(=O)c2ccccc2C1=O)Nc1ccc(N2CCOCC2)cc1
    -1	-3	-0.4	1	-6	-9	2	-12	i	0.3
CCOCCCNC(=O)C1CCN(C(=O)Nc2ccc(C)cc2)CC1
    3	-2	0.2	-3	-2	0	0	0	i	-0.7
O=C(Nc1cccc(Cl)c1N1CCCC1)c1ccc([N+](=O)[O-])o1
    -5	-3	-1.1	17	-1	1	-2	6	i	1.1
CCN(CC)S(=O)(=O)c1ccc(N2CCCC2)c(NC(=O)C2=COCCO2)c1
    -1	1	-0.4	-1	-5	-1	-2	1	i	-0.3
O=C(Nc1ccc(-c2csc(Nc3cccc(C(F)(F)F)c3)n2)cc1)c1cc([N+](=O)[O-])cc(C(F)(F)F)c1
    2	1	-0.1	6	-4	-19	33*	13	i	3.0
N#C/C(=C\c1cn(Cc2ccccc2)c2ccccc12)C(=O)NCc1ccco1
    -2	0	-0.2	2	-5	7	-3	-12	/	3.4
CCOc1ccccc1C(=O)NCC(=O)NCc1ccc(S(=O)(=O)N2CCOCC2)cc1
    -1	0	-0.3	7	-5	-2	1	-9	i	0.2
COc1ccc2c(c1)c(=O)c(C(=O)c1ccccc1)cn2Cc1ccc(C)cc1
    1	-2	0.1	12	7	-2	10	7	i	2.7
COc1ccc(CCn2c(N)c(S(=O)(=O)c3cccs3)c3nc4ccccc4nc32)cc1OC
    10	0	-0.4	-2	-1	-18	1	-3	i	-1.0
COc1ccc(-n2c(C)c(C)c3c(NCCCO)ncnc32)cc1
    1	-2	0.3	8	7	-3	-4	-4	i	-0.4
COc1cc(OC)cc(C(=O)NCC(=O)N2CCN(Cc3ccccc3)CC2)c1
    -1	2	0.3	0	2	4	3	2	i	-1.2
Cc1cc(Cl)ccc1OCc1nnc2n1CCCCC2
    1	3	9.4*	-7	-5	-1	4	2	i	1.4
Cc1ccc(-c2[nH]c(-c3ccc(C(=O)O)cc3)nc2-c2ccccc2)cc1
    15	0	0.1	8	-4	0	14	-3	/	-0.1
COc1ccc(Cl)cc1NC(=O)COC(=O)CNC(=O)c1ccc([N+](=O)[O-])c(C)c1
    -12	-1	-0.3	8	-11	-2	-7	4	i	-0.3
Cc1cc(-c2nnc3n2CCCCC3)c(C)n1-c1ccccc1
    1	-3	-1.0	4	-5	2	12	-11	i	-0.2
COc1ccc(OC)c(-c2csc(-c3cccs3)n2)c1
    -14	1	-0.2	8	-1	-3	-4	2	i	3.6
Cc1ccccc1NC(=O)Nc1ccc2c(c1)OCO2
    0	1	0.3	18	-5	5	-2	17	i	0.6
CCCn1c(=O)c(C(=O)Nc2ccccc2C)c(O)c2ccccc21
    -6	6	0.3	16	-10	-3	-1	7	i	1.4
CCn1cc(/C=C/c2cc[n+](C)cc2)c2ccccc21
    -125	-14	-0.8	-27	68*	26	12	144	i	1.2
